L3MBTL1 block: L3MBTL1 (human) inhibition; 0.66% of 230,000 active; AlphaScreen L3MBTL1–H3K9me1 peptide binding; AID 485360; Q9Y468; Potency, µM (series often up to 57.1 µM), for the others: at the top dose activity, negative = inhibition, usual class: inhibitors; further: nearly all actives have a fitted effect of over 60% in size
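L3MBTL1 50 nM + b-AHA-H3(1-15)K9me1 75 nM, 30 min RT; compound added, 30 min RT; streptavidin donor/Ni-chelate acceptor beads 10 ug/mL each final, 30 min RT dark; AlphaScreen read.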
TRb-SRC2 inh: TRbeta-SRC2 interaction inhibition | Potency, µM (doses to about 106 µM), for inactives: at the top dose activity change, negative = inhibition, usual class: inhibitors | P10828 | TRbeta-SRC2 peptide binding, fluorescence polarization; receptor liganded with 1 µM T3 | 0.065% of 280,000 active;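 further: plate controls were bound peptide for no effect and peptide without receptor for full effect; nearly all actives have a fitted effect of over 50% in size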
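Binding of a 20-amino-acid Texas Red SRC2 peptide (20 nM) to TRb ligand-binding domain (0.6 uM) with agonist T3 at 1 uM was followed by fluorescence polarization after a 5 hr room-temperature incubation.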
Tau FP inhib: blocks human tau fibril formation measured by polarization. 0.39% of 280,000 active. Potency, µM (titrated, usually from 57.7 µM), inactives show at the highest dose activity, negative = inhibition, hits mostly inhibitors. K18 P301L tau heparin fibrillization, Alexa594 FP, 6 h; further: nearly all actives have a fitted effect of over 55% in size
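Human K18 P301L fragment (15 uM unlabeled plus 0.24 uM Alexa 594-labeled) in 100 mM sodium acetate pH 7 with compound, aggregation induced by 20 uM heparin for 6 hr at 37 C. ThT (30 uM) added for 1 hr, then Alexa 594 FP read.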
TR SRC2 fluor cs: counter-screen for TRb-SRC2 inhibitors: fluorescence interference; AID 1479; Potency, µM (highest dose often 106 µM), without a hit: top-dose fluorescence change, negative = quenching; TRb/SRC2 Texas Red total fluorescence interference; 0.29% of 280,000 active; active means well fitted curve in either direction with a large enough effect; inconclusive means small, poorly fitted or top-dose-only effect
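Flags fluorescent or light-absorbing compounds by total fluorescence, S + 2P, at 555 nm excitation and 632 nm emission. Mixture: 20 nM Texas Red SRC2 peptide, 0.6 uM human TRb LBD, 1 uM T3, 5% DMSO; compound exposure 5 h at ambient temperature.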
GoLoco inh red: inhibitors of human Gai1-RGS12 GoLoco interaction (red fluorophore). P63096. Gai1:RGS12 GoLoco peptide FP, rhodamine, 10 min. Potency, µM (highest dose often 61.6 µM), inactives show at the highest dose activity, negative = inhibition, actives largely listed as inhibitors. 0.44% of 230,000 active; active means well fitted inhibition curve with a large enough effect, not every such curve was filed as active; inactive means no such curve, though single readings can be large or run the other way; further: nearly all actives have a fitted effect of over 30% in size; many of its hits are not listed in these tables
Target sequence (P63096 whole entry, looked up): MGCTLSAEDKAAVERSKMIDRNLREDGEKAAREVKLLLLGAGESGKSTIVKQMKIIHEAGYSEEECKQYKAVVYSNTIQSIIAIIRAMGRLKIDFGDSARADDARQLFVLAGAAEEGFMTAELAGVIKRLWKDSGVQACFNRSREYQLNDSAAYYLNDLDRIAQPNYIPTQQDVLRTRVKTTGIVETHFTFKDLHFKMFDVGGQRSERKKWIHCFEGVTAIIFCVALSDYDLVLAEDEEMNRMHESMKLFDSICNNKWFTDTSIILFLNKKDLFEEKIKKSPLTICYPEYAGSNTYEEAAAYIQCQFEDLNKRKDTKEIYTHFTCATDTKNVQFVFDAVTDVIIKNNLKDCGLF
Tau ThT inhib: tau fibrillization inhibition (ThT binding); AID 1460; P10636; recombinant tau K18 P301L (four-repeat tau fragment), heparin-induced fibrillization, ThT fluorescence; 2.1% of 270,000 active; Potency, µM (titrated, usually from 57.4 µM), for the others: at the highest dose activity, negative = inhibition, most hits filed as inhibitors; further: nearly all actives have a fitted effect of over 55% in size
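In this qHTS, human K18 P301L tau is incubated with compound and heparin for 6 hr at 37 C, and Thioflavin T fluorescence then reports fibril load.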
RECQ1 helicase: blocks DNA unwinding by human RECQ1 | Potency, µM (series often up to 57.3 µM), for the others: at the top dose activity, negative = inhibition, actives largely listed as inhibitors | AID 2549 | 0.54% of 240,000 active | RECQ1 DNA unwinding, red fluorescence kinetic read;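 further: plate controls were vehicle for no effect and no enzyme for full effect; nearly all actives have a fitted effect of over 30% in size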
Target sequence (P46063 whole entry, looked up): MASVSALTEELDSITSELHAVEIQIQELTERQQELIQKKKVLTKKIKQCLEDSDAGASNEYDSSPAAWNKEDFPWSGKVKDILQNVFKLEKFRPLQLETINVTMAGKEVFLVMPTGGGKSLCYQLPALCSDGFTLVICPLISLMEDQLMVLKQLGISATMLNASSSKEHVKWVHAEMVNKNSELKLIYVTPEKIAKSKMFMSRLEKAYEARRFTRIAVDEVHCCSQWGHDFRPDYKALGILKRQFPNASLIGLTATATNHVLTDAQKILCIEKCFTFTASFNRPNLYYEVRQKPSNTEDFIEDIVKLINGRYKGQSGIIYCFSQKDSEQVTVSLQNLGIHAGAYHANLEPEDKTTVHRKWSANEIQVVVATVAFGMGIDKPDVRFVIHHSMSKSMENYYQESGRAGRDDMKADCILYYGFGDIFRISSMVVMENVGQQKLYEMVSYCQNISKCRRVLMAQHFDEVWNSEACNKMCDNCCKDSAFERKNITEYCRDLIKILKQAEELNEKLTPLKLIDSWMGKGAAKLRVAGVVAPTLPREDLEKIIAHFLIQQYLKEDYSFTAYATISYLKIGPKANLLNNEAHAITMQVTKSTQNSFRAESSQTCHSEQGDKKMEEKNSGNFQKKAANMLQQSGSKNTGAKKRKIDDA
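RECQ1T1 50 nM; forked duplex (20 bp + 30-nt ss tails) 200 nM, ATP 2 mM final; pH 8.0, 2 mM MgCl2, 2.5 ug/ml poly(dI-dC); 15 min compound preincubation; discontinuous kinetic read over 2 h at RT.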
JMJD2E inh: JMJD2E (human) inhibition. AID 2147. 1.6% of 230,000 active. Potency, µM (doses to about 57.1 µM), without a hit: top-dose activity change, negative = inhibition, most hits filed as inhibitors. JMJD2E catalytic domain, FDH-coupled NADH fluorescence (FDH is formaldehyde dehydrogenase). B2RXH2; active means well fitted inhibition curve with a large enough effect, not every such curve was filed as active; inconclusive means small, poorly fitted or top-dose-only effect, or another doubt; inactive means no such curve, though single readings can be large or run the other way;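 further: 0% = wells with enzyme and -100% = buffer wells without enzyme; nearly all actives have a fitted effect of over 50% in size; many of its hits are not listed in these tables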
* = called active by the depositor; i = inactive; ? = inconclusive; nt = not tested or not shown; [ ] = another dose, or the depositor's remark. Unless noted, the call rests on the fitted dose curve; in most records, active means well fitted curve in the direction sought with a large enough effect; inconclusive means small, poorly fitted or top-dose-only effect, or another doubt; inactive means no such curve, though single readings can be large; an effect the other way counts as inactive or inconclusive. Unless noted, on the % scale 0 is the no-effect control and ±100 the full control effect; potency means the concentration at half of the fitted maximal effect.

SMILES | L3MBTL1 block | TRb-SRC2 inh | Tau FP inhib | TR SRC2 fluor cs | GoLoco inh red | Tau ThT inhib | RECQ1 helicase | JMJD2E inh
O=S(=O)(CCc1ccncc1)C1Cc2cccc3cccc1c23 (stereo not given) | -0.9% | -2.2% | 6.0% | -0.9% | -0.1% | 1.6% | -19.2% | ?
Cc1ccc(/C=C/C(=O)NCc2cccs2)c(C)c1 | -2.3% | 5.1% | 3.7% | -4.5% | 3.0% | -11.0% | -0.7% | -4.5%
COc1cc(/C=C(\C#N)c2nc3ccccc3[nH]2)ccc1Oc1ccc([N+](=O)[O-])cn1 | -1.3% | -16.7% | -16.8% | 2.7% | 19.6% | ? | 11.4% | ?
COC(CNC(=O)CCc1c(C)nc2c(-c3ccc(F)cc3)c(C)nn2c1C)OC | nt | -6.9% | 8.1% | -1.3% | -5.0% | -8.0% | 0.4% | 5.5%
COC(=O)C/C=C\[C@@H](C)[C@@H](/C=N\OC[C@@H](C)[C@H](OCc1ccccc1)C(C)C)OC | nt | 1.4%[11.2 µM] | -3.4%[11.6 µM] | -5.8%[11.2 µM] | nt | -2.9%[11.5 µM] | -0.8%[11.5 µM] | nt
CCCCSCCCNC(=O)Nc1ccc(C)c(C)c1 | nt | 1.8% | 3.1% | -4.7% | -6.8% | -10.5% | -20.9% | 6.2%
NC(=O)Cc1c[nH]c2cccc(O)c12 | 3.2% | -14.0% | -3.2% | -4.5% | 3.4% | -9.6% | -8.5% | -5.8%
COc1cc(OC)c(C2SCCCS2)cc1OC | -12.0% | 9.1% | 14.1% | -1.2% | 7.3% | -4.6% | 0.1% | -19.6%
Cc1ccc(-n2nc3c([n+]2[O-])CCc2c-3no[n+]2[O-])cc1 | -1.1% | -16.8% | 2.7% | 0.3% | -14.5% | -10.0% | -6.7% | 5.5%
COCCNC(=O)c1ccccc1NC(=O)c1ccccc1N(C)S(C)(=O)=O | 4.4% | 0.8%[53 µM] | -1.4% | 0.7%[53 µM] | 2.0% | 7.9% | -7.4% | -5.7%

Arranged by heavy-atom count (falling): some entries from above
SMILES | L3MBTL1 block | TRb-SRC2 inh | Tau FP inhib | TR SRC2 fluor cs | GoLoco inh red | Tau ThT inhib | RECQ1 helicase | JMJD2E inh
COC(CNC(=O)CCc1c(C)nc2c(-c3ccc(F)cc3)c(C)nn2c1C)OC | nt | -6.9% | 8.1% | -1.3% | -5.0% | -8.0% | 0.4% | 5.5%
COCCNC(=O)c1ccccc1NC(=O)c1ccccc1N(C)S(C)(=O)=O | 4.4% | 0.8%[53 µM] | -1.4% | 0.7%[53 µM] | 2.0% | 7.9% | -7.4% | -5.7%
Cc1ccc(/C=C/C(=O)NCc2cccs2)c(C)c1 | -2.3% | 5.1% | 3.7% | -4.5% | 3.0% | -11.0% | -0.7% | -4.5%
NC(=O)Cc1c[nH]c2cccc(O)c12 | 3.2% | -14.0% | -3.2% | -4.5% | 3.4% | -9.6% | -8.5% | -5.8%

(next part)
SMILES | L3MBTL1 block | TRb-SRC2 inh | Tau FP inhib | TR SRC2 fluor cs | GoLoco inh red | Tau ThT inhib | RECQ1 helicase | JMJD2E inh
CCC1=C(c2ccc(C)cc2)S(=O)(=O)N=C1N1CCC(C(=O)Nc2ccccc2F)CC1 | nt | -4.9% | -0.9% | -19.3% | nt | -6.6% | nt | nt
O=C(O)COc1ccc2occ(C(=O)c3ccccc3)c2c1 | -0.7% | 0.5% | -6.0% | -1.1% | 3.7% | -4.9% | 5.7% | -3.3%
CC(NCc1cccs1)c1ccccc1 (stereo not given) | 11.0% | 7.9% | 0.1% | -1.2% | -14.8% | -2.4% | 29.5% | -14.4%
CCCCC(=O)Nc1ccc(C(=O)Nc2cccnc2)cc1 | nt | -5.6% | -1.3% | -1.3% | -0.4% | -13.8% | -4.7% | 0.0%
CC1(C)N=C2C(=[N+]1[O-])CCC/C2=N\O | 2.4% | -1.2% | 2.5% | -1.2% | 9.0% | -16.2% | -4.1% | 3.7%
Cc1ccc(S(=O)(=O)Nc2cccc3ncccc23)cc1 | nt | -0.4% | 5.9% | -3.0% | -3.1% | nt | -3.9% | -6.4%
O=C(N/N=C/c1ccccc1F)c1csc2c1CCCC2 | -3.1% | -1.7% | -9.7% | -2.6% | 7.6% | -19.0% | -14.6% | 6.6%
Cc1cc(C(=O)CCC(=O)N2CCN(c3ccccc3F)CC2)c(C)s1 | 12.2% | -7.0% | 5.7% | -4.3% | 16.9% | ? | 0.7% | 6.9%
O=C(O)c1ccc(-n2cccn2)c([N+](=O)[O-])c1 | 6.2% | -9.4% | 1.3% | -0.1% | 5.8% | 2.3% | 3.9% | 0.9%
CC1(C)COC2(OC1)C(=O)N(CN1CCOCC1)c1ccccc12 | 4.1% | -0.7% | 8.5% | -3.4% | 3.2% | -4.6% | -6.8% | 7.6%
Cc1ccn2c(NCc3ccccc3)c(-c3cccs3)nc2c1 | -8.6% | -8.6% | 6.4% | -1.3% | 3.4% | ? | i | ?
Cc1ccc(CN2C(=O)CN(C3CCCCCC3)C(=O)C2c2ccc(F)cc2)cc1 (stereo not given) | nt | -2.2% | 5.1% | -1.6% | nt | -14.5% | nt | nt
COc1ccc(CNC(=O)Cc2csc3ccccc23)cc1OC | nt | 3.1% | 4.8% | -3.0% | nt | -3.8% | nt | nt
CCCC(NC(=O)CNC(=O)C(C)(C)C)C(=O)O (stereo not given) | 4.6% | -17.7% | 11.5% | -0.9% | -5.8% | 10.1% | -15.4% | -1.4%
O=C(O)C1CCN(c2ccc([N+](=O)[O-])cc2[N+](=O)[O-])CC1 | nt | 2.0% | -0.5% | -2.4% | 8.7% | nt | -21.2% | -7.9%
C=CCNC(=S)N/N=C/c1ccc(C)c([N+](=O)[O-])c1 | 1.5% | 5.3% | -3.2% | -1.7% | -5.8% | ? | 0.9% | 11.2%
COCCn1c(SCC(=O)Nc2sccc2C(N)=O)nnc1-c1ccncc1 | nt | 0.2% | -1.1% | 0.1% | 5.5% | -15.5% | -4.5% | -5.5%
Cc1ccc(/C=C2\SC(=S)N(CCCC(=O)Nc3nccs3)C2=O)cc1 | 4.3% | -10.8% | 11.0% | 1.6% | 24.9% | 11.3% | -9.3% | 1.2%
O=C(CN=C1NS(=O)(=O)c2ccccc21)OCC(=O)c1cc(F)ccc1F | -11.0% | -1.1% | -11.9% | -0.5% | -2.1% | -2.7% | i | -9.4%
COc1ccccc1CNC(=O)CSc1ncc2c(n1)-c1ccccc1N(Cc1ccc(C)cc1)S2(=O)=O | nt | -1.2% | -5.5% | ? | nt | 8.2% | nt | nt
CC(C)=CC(=O)OCC(=O)Nc1ccc(F)cc1Cl | 1.6% | -13.1% | 2.3% | -1.4% | 0.6% | -5.8% | -4.1% | 3.6%
COc1ccc(NC(=O)CCS(=O)(=O)c2cc(Br)cc3c2N(C(C)=O)CC3)c(OC)c1 | nt | -5.0% | -5.2% | ? | nt | -3.0% | nt | nt
COC(=O)Cc1c(C)nc2nc(-c3ccc(OC)cc3)[nH]n2c1=O | nt | 3.7% | 0.9% | 0.1% | 15.5% | -4.2% | -7.1% | ?
O=C(Cn1[nH]c(=O)c2ccccc2c1=O)Nc1ccc2c(c1)CCC2 | -2.7% | -4.0% | 8.2% | 0.7% | -4.3% | -17.1% | i | -5.9%
CC(Cl)C(=O)c1c[nH]c2ccccc12 (stereo not given) | 10.1% | -5.2% | -0.5% | 3.5% | -4.7% | -5.9% | -5.7% | -6.8%
O=C(CN1CCN(Cc2cccc(Cl)c2)C1=O)NCc1ccccn1 | nt | -14.6% | -1.1% | -0.8% | 6.5% | -7.4% | i | 11.1%
CC1=CCC2C(=O)N(c3ccc(S(N)(=O)=O)cc3)C(=O)C2C1 (stereo not given) | nt | 6.9% | -6.7% | 0.8% | 9.1% | nt | -4.3% | 2.1%
COc1ccc(C(=O)NCC(=O)OCC(=O)NC2CCCC2)cc1 | 11.7% | -7.8% | 5.7% | -0.2% | 6.8% | 1.3% | -4.6% | 7.8%
CC1C(=O)NN=C1C(=O)N/N=C\c1ccc(O)cc1O (stereo not given) | 28.2µM* | 0.2% | 5.3% | -3.6% | -2.9% | ? | ? | 22.4µM*
NC(=O)C1(NC(=O)[C@@H]2CC3(CC(c4cccc(NC(=O)[C@@H]5CCC(=O)N5)c4)=NO3)CN2C(=O)c2cnccn2)CC1 (stereo not given in full) | -12.2% | -6.2% | 2.3% | -0.5% | 3.7% | 3.9% | 5.4% | -4.0%
c1coc(CNc2c3c(nc4ncnn24)CCCC3)c1 | -1.5% | -0.6% | -3.1% | -1.8% | -3.6% | -5.0% | -10.6% | 3.3%
CN(c1ccc(OCC(=O)OCC(=O)Nc2ccccc2)cc1)S(=O)(=O)c1ccc(F)cc1 | 3.8% | 1.2% | ? | 0.1% | -0.8% | -12.6% | -12.2% | -6.7%
Cn1c(=O)c2[nH]c(N=Nc3ccc(N)cc3N)nc2n(C)c1=O | -17.1% | 2.5% | -9.1% | -4.6% | 6.7% | 14.1µM* | -24.9% | ?
CCOC(=O)C1CCN(C(=O)Cn2ncc3c4ccccc4n(Cc4ccccc4F)c3c2=O)CC1 | nt | 5.4% | -2.0% | -0.8% | nt | 0.0% | nt | nt
CCOC(=O)C1(CCCc2ccccc2)CCN(C(=O)CCN2CCCCC2=O)CC1 | -2.4% | 2.8%[53 µM] | 5.3% | -0.6%[53 µM] | 1.6% | 6.6% | i | 5.4%
COc1ccccc1CNC(=O)C1CCCN1S(=O)(=O)c1cccc2cccnc12 (stereo not given) | nt | -6.2% | -4.8% | -1.4% | -2.9% | -14.3% | 5.5% | -0.9%
O=C(O)COc1ccc(/C=N/n2c(COc3ccccc3)nc3ccccc3c2=O)cc1 | 10.2% | -2.0% | 6.8% | -1.9% | nt | 0.6% | 1.5% | -2.2%
O=[N+]([O-])c1ccc(O)c(/C=N/Nc2nc3ccccc3[nH]2)c1 | ? | 6.9% | 4.7% | -5.7% | -6.6% | 8.91µM* | -9.0% | ?
COc1ccc(OC)c(N2Cc3ccccc3C2)c1 | -6.9% | -14.8% | -11.5% | 4.1% | -10.1% | ? | -11.0% | -6.2%

Bioassay records (PubChem)

A portion of the library; rates above refer to the full screens.
